Screening data as filed in PubChem BioAssay.
aSyn rescue: inhibitors of alpha-synuclein toxicity in yeast. Yeast expressing alpha-synuclein, growth rescue, BacTiter-Glo, 24 h. Potency, µM (highest dose often 46.1 µM), without a hit: at the highest dose growth rescue (activation), actives largely listed as activators. actives 0.14% (n = 370,000). AID 652106; also: % of control where 0% means no effect; nearly all actives have a fitted effect of over 65% in size
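Screening used galactose-induced yeast with toxic alpha-synuclein levels, exposed to compound for 24 hr at 30 deg C. Cell growth, read with BacTiter-Glo luminescence, gave the measured signal.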
FUS suppressor: FUS proteinopathy suppression in yeast; S. cerevisiae FUS-expressing, growth rescue, OD600, 24 h; Potency, µM (doses to about 76.6 µM), inactives show at the highest dose growth rescue (activation), most hits filed as activators; actives 0.24% (n = 390,000);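 also: plate controls were DMSO vehicle for no effect and reference control for full effect; nearly all actives have a fitted effect of over 55% in size; some results filed as inactive show a strong effect at the top dose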
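Restored growth of FUS-toxic S. cerevisiae, read as 600 nm absorbance after 24 h at 30C in galactose medium (starting OD 0.005). Controls CP55940 and DMSO.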
EPAC1 ag: agonists of human EPAC1; EPAC1 agonist qHTS, biochemical assay; response scale: 100% = response to 6.5 mM cAMP; Potency, µM (doses to about 154 µM), for inactives: at the highest dose activation, hits mostly activators; actives 0.073% (n = 360,000); also: nearly all actives have a fitted effect of over 60% in size
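Read-out is the fluorescence drop as BODIPY-GDP leaves Rap1B (480 nm excitation, 540 nm emission), recorded every 5 minutes over 30 minutes. Reactions held 100 nM EPAC1, 250 nM Rap1B–BODIPY-GDP and 50 uM GDP, with 6.5 mM cAMP setting full activation.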
PTHR1 ag: PTHR1 (human) receptor agonism; Q03431; HEK293 GP2 PTHR1 cells, GloSensor cAMP luminescence, 1 h; Potency, µM (titrated, usually from 115 µM), without a hit: top-dose activation, hits mostly activators; actives 0.075% (n = 410,000); also: nearly all actives have a fitted effect of over 55% in size; some results filed as inactive show a strong effect at the top dose; inactives centre near -15; many of its hits are not listed in these tables
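HEK-293-derived GP2 cells expressing PTHR1 and a GloSensor cAMP reporter, 3,000/well, plated overnight, given luciferin plus IBMX (each 0.5 mM as added) for 1 h at 37 °C, then compound for 1 h at 37 °C. Luminescence was read after 15 min at room temperature.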
EPAC2 ag: agonists of human EPAC2 (RAPGEF4) | Q8WZA2 | EPAC2 activation, biochemical qHTS; response scale: 100% = 6.5 mM cAMP response | Potency, µM (doses to about 154 µM), inactives show at the highest dose activation, most hits filed as activators | actives 0.079% (n = 360,000); also: nearly all actives have a fitted effect of over 50% in size
Target sequence (Q8WZA2 whole entry, looked up): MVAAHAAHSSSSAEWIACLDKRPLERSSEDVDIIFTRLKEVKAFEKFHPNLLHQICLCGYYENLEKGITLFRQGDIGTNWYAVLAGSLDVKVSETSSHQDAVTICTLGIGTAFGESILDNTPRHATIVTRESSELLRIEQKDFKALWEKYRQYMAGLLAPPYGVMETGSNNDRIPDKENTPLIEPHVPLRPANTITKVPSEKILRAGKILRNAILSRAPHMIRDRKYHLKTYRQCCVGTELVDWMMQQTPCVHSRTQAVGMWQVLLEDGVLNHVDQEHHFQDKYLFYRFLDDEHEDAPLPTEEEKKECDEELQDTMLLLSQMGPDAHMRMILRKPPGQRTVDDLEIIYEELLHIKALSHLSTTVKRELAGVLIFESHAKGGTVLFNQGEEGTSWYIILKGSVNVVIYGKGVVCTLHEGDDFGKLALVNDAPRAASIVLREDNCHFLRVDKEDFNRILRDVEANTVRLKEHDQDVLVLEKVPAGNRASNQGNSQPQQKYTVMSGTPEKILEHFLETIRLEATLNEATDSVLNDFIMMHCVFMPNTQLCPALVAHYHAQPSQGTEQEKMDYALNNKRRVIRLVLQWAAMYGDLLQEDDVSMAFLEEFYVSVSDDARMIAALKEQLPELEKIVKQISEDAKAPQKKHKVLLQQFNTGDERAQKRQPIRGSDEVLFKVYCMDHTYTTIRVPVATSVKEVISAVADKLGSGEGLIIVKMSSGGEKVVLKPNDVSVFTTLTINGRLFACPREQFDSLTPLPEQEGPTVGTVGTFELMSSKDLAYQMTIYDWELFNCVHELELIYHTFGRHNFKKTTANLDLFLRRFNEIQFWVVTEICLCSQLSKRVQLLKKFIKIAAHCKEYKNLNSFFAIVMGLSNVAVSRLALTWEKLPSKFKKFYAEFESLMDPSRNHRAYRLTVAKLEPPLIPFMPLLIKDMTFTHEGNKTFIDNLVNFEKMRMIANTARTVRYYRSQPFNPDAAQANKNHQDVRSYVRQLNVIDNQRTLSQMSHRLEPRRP
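qHTS, titration series. 100 nM EPAC2 / 250 nM Rap1B-BODIPY-GDP / 50 uM GDP; RT; ex 480/em 540 nm, 5-min reads to 30 min. Norm. to 6.5 mM cAMP = activation.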
EPAC2 antag: blocks human EPAC2 exchange factor; Q8WZA2; EPAC2 GEF exchange of Rap1B-BODIPY-GDP, fluorescence; Potency, µM (doses to about 114 µM), without a hit: top-dose activity, negative = inhibition, hits mostly inhibitors; actives 0.18% (n = 360,000); AID 720708; also: % is scaled to controls: 0 for no effect and ±100 for the full control effect; nearly all actives have a fitted effect of over 45% in size; many of its hits are not listed in these tables
EPAC1 antag: blocks human EPAC1 exchange factor; EPAC1 GEF assay, Rap1b-BODIPY-GDP exchange fluorescence; Potency, µM (top dose mostly 115 µM), inactives show top-dose activity change, negative = inhibition, most hits filed as inhibitors; actives 0.14% (n = 360,000); AID 720709;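 also: plate controls were vehicle for no effect and positive control for full effect; nearly all actives have a fitted effect of over 50% in size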
TDP-43 yeast inh: inhibitors of TDP-43 toxicity in yeast | TDP-43 expressing yeast growth rescue, BacTiter-Glo, 24 h | Potency, µM (doses to about 46.1 µM), inactives show at the highest dose growth rescue (activation), usual class: activators | actives 1.8% (n = 410,000) | AID 652104; also: % of control where 0% means no effect; nearly all actives have a fitted effect of over 50% in size
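Galactose-induced TDP-43 yeast, OD600=0.02, compound pinned; 24 hr, 30 deg C; BacTiter-Glo luminescence for growth. Inhibitors of TDP-43 toxicity read as activators.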
Starred values were filed as active, the others as inactive; i = inactive; ? = inconclusive; / = no result given; & = joins results of further samples; [ ] = dose if it differs, or a comment. Calls follow the shape of the dose curve; as a rule, active = well fitted curve in the direction sought with a large enough effect; inconclusive = small, poorly fitted or top-dose-only effect, or another doubt; inactive = no such curve, though single readings can be large; an effect the other way counts as inactive or inconclusive. Potency is read from the fitted curve at half-maximal effect. Not all compounds are listed. The share of hits here may be higher or lower than overall.

Below each compound: aSyn rescue | FUS suppressor | EPAC1 ag | PTHR1 ag | EPAC2 ag | EPAC2 antag | EPAC1 antag | TDP-43 yeast inh
1: CN(CC(=O)Nc1c(Cl)cccc1Cl)C(=O)c1cccc(-n2cccc2)c1
  -2% | 20% | 2% | i | 6% | 1% | -22% | -12%
2: CCOn1c(=O)c(-c2ccc(OC)cc2)[n+]([O-])c2ccccc21
  -5% | -4% | 2% | i | 3% | 5% | 6% | 4%
3: CCCCn1c(N)c(N(CCOC)C(=O)c2cc(S(=O)(=O)N3CCOCC3)ccc2F)c(=O)[nH]c1=O
  5% | -7% | -2% | i | -2% | 2% | 16% | -10%
4: O=C(Nc1cccc(Cl)c1)Nc1nc(-c2ccc(Cl)cc2)cs1
  -17% | -4% | 9% | -1%[57.5 µM] | 17% | 2% | 3% | 11%
5: Cc1ccc(-c2n[nH]c(=S)n2C)cc1
  -1% | / | 3% | -3% | 5% | 11% | 14% | -12%
6: CC(=O)NC(CC(=O)OCC(=O)Nc1ccc2c(c1)OCO2)c1ccccc1 (configuration not stated)
  2% | -1% | 5% | -1% | 11% | -4% | 10% | 1%
7: COc1ccc(N(CC(=O)NCc2ccc3c(c2)OCO3)S(C)(=O)=O)cc1OC
  -2% | -13% | 10% | -16% | -5% | -4% | 2% | -19%
8: CCOc1ccccc1OCC(=O)Nc1ccc(N2CCCCC2)cc1
  -1% | 6% | 6% | -10%[57.5 µM] | 3% | -1% | -3% | -4%
9: O=C(NCCS(=O)(=O)N1CCN(c2ccccc2)CC1)c1ccc2c(c1)OCO2
  0% | -1% | 12% | i | -1% | 4% | 2% | -2%
10: C/C(=N\NC(=O)c1cccc([N+](=O)[O-])c1)c1ccco1
  0% | 4% | -4% | i | 9% | 3% | 16% | -2%
11: CC(C)=CC1C=C(C)C(C)C2C(=O)NNC(=O)C12 (configuration not stated)
  1% | 0% | -8% | i | 1% | -1% | -4% | -14%
12: CN(C(=O)COC(=O)c1cccc(S(=O)(=O)N2CCCCCC2)c1)c1ccccc1
  -1% | 18% | 13% | -12% | 1% | 6% | -2% | 17%
13: Cc1nn(-c2nnc(C)c(=O)[nH]2)c(C)c1SCC(=O)Nc1ccc(F)cc1
  0% | -15% | 4% | i | 1% | 3% | 1% | 9%
14: CCCn1c(=O)c(Cc2ccccc2)c(O)c2ccccc21
  -2% | -5% | -1% | i | -3% | 0% | -2% | 13%
15: COc1cccc(S(=O)(=O)N(C)C[C@H]2OCc3cnnn3CCCC(=O)N([C@@H](C)CO)C[C@H]2C)c1
  -2% | 15% | -6% | -6% | 10% | 8% | 8% | 0%
16: Cc1ccc(F)c(S(=O)(=O)NC(=O)C2(C)CCN2C(=O)Cc2cccs2)c1 (configuration not stated)
  5% | -12% | 4% | -21% | 11% | 8% | -3% | 12%
17: CCOc1ccc(S(=O)(=O)c2c(C(=O)c3ccc(C)cc3)cnc3cc4c(cc23)OCCO4)cc1
  17% | 5% | -11% | -19% | 0% | 1% | -25% | 27%
18: Cc1ccccc1C(=O)N1CCCC(CCC(=O)N2CCN(c3ccccn3)CC2)C1 (configuration not stated)
  7% | -3% | 6% | -18% | 4% | 1% | -8% | 12%
19: N#C/C(=N/Nc1ccccc1F)C(=N)N1CCOCC1
  -1% | -7% | -2% | -3% | 6% | 2% | 1% | -21%
20: CCCN1CCN(CCCNC(=O)c2ccc(NC(=O)C3=C(C)OCCS3)cc2)CC1
  0% | 28% | 4% | -18% | -10% | 1% | 2% | -13%
21: N#C/C(=C1/CCCCCN1)c1nc2ccccc2[nH]1
  1% | 62% | 3% | 27% | -5% | -25% | -16% | -4%
22: Cn1nc(C(F)(F)F)cc1-c1ccc(/C=C(\C#N)C(=O)c2cccc(C(F)(F)F)c2)s1
  1% | -10% | 2% | i | -80%[inhibitor] | -2% | -2% | 1%
23: Cc1cccc(NC(=S)NCc2ccc3c(c2)OCO3)c1C
  8% | -5% | 7% | i | 5% | 0% | -16% | 18%
24: CC1CCC2(CC1)NC(=O)N(CC(=O)NCCc1ccccc1)C2=O (configuration not stated)
  1% | 5% | 5% | 25% | 7% | -4% | -1% | -4%
25: C[C@H](CO)N1C[C@H](C)[C@@H](CN(C)S(=O)(=O)c2ccc(Cl)cc2)OCc2cnnn2CCCC1=O
  1% | 13% | -12% | -11% | -9% | 4% | 10% | 1%
26: Cc1ccc(CCC(=O)Nc2ncc(Cc3cc(Cl)ccc3Cl)s2)o1
  1% | 3% | 6% | -2% | -20% | -3% | 2% | 25%
27: CC1=C(C(=O)N2CCCCCC2)CC(CC(=O)NCCCCc2ccccc2)C(=O)N1CCC1=CCCCC1 (configuration not stated)
  16% | ? | 4% | 0% | 3% | -17% | -8% | ?
28: Cc1ccc(NC(=O)COC(=O)c2ccc(-n3nc(C)cc3C)cc2)c(F)c1
  3% | 31% | -12% | i | -2% | -13% | -29% | 12%
29: CCOC(=O)C1(CCOc2ccccc2)CCN(Cc2cnc(C)s2)CC1
  0% | 12% | 0% | -15% | 2% | -5% | -3% | -3%[9.22 µM]
30: Cc1ccc(S(=O)(=O)N2CCC(C(=O)NCCc3ccc(S(N)(=O)=O)cc3)CC2)cc1
  1% | 2% | 5% | -4%[57.5 µM] | 5% | -1% | -1% | 1%

Some of the entries so far, with bars between the fields.
cpd | Compound | aSyn rescue | FUS suppressor | EPAC1 ag | PTHR1 ag | EPAC2 ag | EPAC2 antag | EPAC1 antag | TDP-43 yeast inh
22 | Cn1nc(C(F)(F)F)cc1-c1ccc(/C=C(\C#N)C(=O)c2cccc(C(F)(F)F)c2)s1 | 1% | -10% | 2% | i | -80%[inhibitor] | -2% | -2% | 1%
23 | Cc1cccc(NC(=S)NCc2ccc3c(c2)OCO3)c1C | 8% | -5% | 7% | i | 5% | 0% | -16% | 18%
24 | CC1CCC2(CC1)NC(=O)N(CC(=O)NCCc1ccccc1)C2=O (configuration not stated) | 1% | 5% | 5% | 25% | 7% | -4% | -1% | -4%
25 | C[C@H](CO)N1C[C@H](C)[C@@H](CN(C)S(=O)(=O)c2ccc(Cl)cc2)OCc2cnnn2CCCC1=O | 1% | 13% | -12% | -11% | -9% | 4% | 10% | 1%
26 | Cc1ccc(CCC(=O)Nc2ncc(Cc3cc(Cl)ccc3Cl)s2)o1 | 1% | 3% | 6% | -2% | -20% | -3% | 2% | 25%
27 | CC1=C(C(=O)N2CCCCCC2)CC(CC(=O)NCCCCc2ccccc2)C(=O)N1CCC1=CCCCC1 (configuration not stated) | 16% | ? | 4% | 0% | 3% | -17% | -8% | ?
28 | Cc1ccc(NC(=O)COC(=O)c2ccc(-n3nc(C)cc3C)cc2)c(F)c1 | 3% | 31% | -12% | i | -2% | -13% | -29% | 12%
29 | CCOC(=O)C1(CCOc2ccccc2)CCN(Cc2cnc(C)s2)CC1 | 0% | 12% | 0% | -15% | 2% | -5% | -3% | -3%[9.22 µM]
30 | Cc1ccc(S(=O)(=O)N2CCC(C(=O)NCCc3ccc(S(N)(=O)=O)cc3)CC2)cc1 | 1% | 2% | 5% | -4%[57.5 µM] | 5% | -1% | -1% | 1%

Additional compounds follow.
Below each compound: aSyn rescue | FUS suppressor | EPAC1 ag | PTHR1 ag | EPAC2 ag | EPAC2 antag | EPAC1 antag | TDP-43 yeast inh
31: O=[N+]([O-])c1nn(-c2ccc(Cl)cc2)n(O)c1=NCc1ccccc1Cl
  25% | 2% | 0% | -11% | 6% | 3% | -5% | ?
32: CC(C)(C)NCC(O)COc1ccccc1C1CCCC1 (configuration not stated)
  12% | -35% | 2% | -3% | 8% | 4% | -7% | 8%
33: Cc1cccc(CCNC(=O)C2CCN(S(=O)(=O)c3cccc4nsnc34)CC2)c1
  7% | 7% | -9% | -3%[57.5 µM] | -5% | 13% | -1% | -21%
34: COc1cccc(/C=N/n2cnnc2)c1OCc1ccccc1
  -3% | 15% | -4% | i | 4% | 17% | 13% | -23%
35: Cc1nn(CC(=O)NCc2ccc(Cl)cc2)c(C)c1[N+](=O)[O-]
  9% | / | -2% | i | 0% | 10% | 11% | 18%
36: Cc1ccc(NC(=O)c2ccccc2N(C)S(=O)(=O)c2ccccc2)c(C)c1
  12% | 19% | 2% | i | 8% | -1% | -23% | ?
37: OC(CN1CCOCC1)CN1CCOCC1
  -8%&-5% | -11% | -6% | i | 5% | 0% | 1% | -3%
38: COc1cc(NC(=S)N2CCCC(CO)C2)c(OC)cc1Cl (configuration not stated)
  -3% | / | 3% | i | 4% | 3% | -7% | 14%
39: CC1(C)Oc2ccc3ccc(=O)oc3c2/C(=C/N)C1=O
  -12% | 10% | 2% | i | 5% | -6%[57.1 µM] | -7% | ?
40: COc1ccc(CN2CCC(n3nccc3NC(=O)C3CCCC3)CC2)c(OC)c1
  -6% | / | 5% | 13% | 11% | 2% | -24% | -5%
41: COC(=O)Cn1c(O)c(N=NC(=O)c2ccc3c(c2)OCO3)c2ccccc21
  -16% | -25% | 7% | -5% | 1% | -2% | -10% | -4%
42: COc1ccc(-c2ccccc2)cc1NCc1ccccc1C
  -15% | 7% | 14% | -9% | 24% | -29% | 0% | 21%
43: Cn1c(=O)c2c(nc(SCCCO)n2Cc2ccccc2Cl)n(C)c1=O
  1% | ? | -8% | -7%[57.5 µM] | 6% | -9% | -10% | -8%
44: Cc1ccc(C(=O)NNC(=S)NC(=O)COc2ccccc2)cc1
  ? | 1% | 14% | -11%[57.5 µM] | 2% | -8% | -3% | 14%
45: CCC(=O)Nc1ccc(NC(=O)CSc2nnnn2-c2ccc3c(c2)OCCO3)cc1
  -7% | 23% | 0% | -24% | 7% | -26% | -5% | -18%
46: Cc1c(C(=O)NCCC#N)sc(=O)n1Cc1ccccc1F
  -2% | -36% | -6% | -10% | 0% | -6% | 19% | 4%
47: CCC(C)(C)NC(=O)CN(C(=O)CCC(=O)Nc1nccs1)c1ccc(C)cc1
  0% | -1% | -10% | i | 4% | -10% | -13% | 12%
48: c1cncc(-c2nc(-c3cccs3)cs2)c1
  2% | 9% | -4% | i | -2% | -7% | -5% | 10%
49: CC(=NN=C(C)c1ccc(O)cc1)c1ccc(O)cc1
  -5% | 9% | 3% | -28% | 10% | 0% | 5% | -14%
50: CC(NC(=O)c1ccc2c(c1)OCO2)C(c1cccs1)N1CCN(c2ccccc2)CC1 (configuration not stated)
  -1% | 9% | 6% | -1% | 1% | -1% | -12% | -23%

Record cards, from the list above. Screens in order: aSyn rescue	FUS suppressor	EPAC1 ag	PTHR1 ag	EPAC2 ag	EPAC2 antag	EPAC1 antag	TDP-43 yeast inh
CC(=NN=C(C)c1ccc(O)cc1)c1ccc(O)cc1 as listed: -5%	9%	3%	-28%	10%	0%	5%	-14%
Cc1c(C(=O)NCCC#N)sc(=O)n1Cc1ccccc1F as listed: -2%	-36%	-6%	-10%	0%	-6%	19%	4%
